# HDAC3 inh: human HDAC3 inhibition. recombinant HDAC3, fluorogenic peptide/trypsin coupled, fluorescence. 0.15% of 320,000 active. inhibition, % at 8.3 µM. AID 2718; in the data active = inhibition above about 26%, passing the limit was not always enough; inconclusive = no clear call, values can overlap the other calls
# Platelet DG rel: modulates dense granule release in human platelets; human platelet-rich plasma, SFLLRN dense granule ATP release, luminescence; inhibition, %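 (compounds screened at 7.5 µM in platelet-rich plasma)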; 0.22% of 300,000 active; AID 1663;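 active = mean replicate score, as percent of positive control, at or above 50; inconclusive = mean below 50 but at least one replicate at or above 50; inactive = mean and every replicate below 50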
# HSF-1 act: increases HSF-1 driven luciferase reporter signal | NIH3T3-HGL HSF-1 luciferase reporter, MG132, 8 h; 100% = twice DMSO control signal | activation, % at 9 µM | 1.7% of 300,000 active;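 active = mean replicate activation of at least 50% with a set share of replicates each reaching 50%; inconclusive = only one of those two conditions met; inactive = mean below 50% and too few replicates reaching it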;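 also: 0% = median of the neutral control wells and 100% = twice that signal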
# HSF1 inh: HSF1 inhibition | NIH3T3-HGL HSE-luciferase, MG132-induced, luminescence 8 h; stronger effect = lower value | activity change, negative = inhibition, % at 7.5 µM (by protocol) | 0.77% of 300,000 active;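 active = more than half of replicate wells show activity change below -50%, luminescence cut by over half; inconclusive = some wells, but at most half, below -50%; inactive = no replicate well below -50%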;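 also: luciferase reports HSF-1 transcriptional activity via heat shock element; 0% = median of DMSO wells and -100% = zero luminescence signal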
# GSK3A inh: human GSK-3 alpha kinase inhibition | P49840 | ADP-Glo luminescence, 60 min | inhibition, % at 10 µM | 0.1% of 320,000 active | AID 2650;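 in the data active = inhibition above about 50%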;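 also: GST-tagged GSK-3 alpha with peptide substrate and 25 µM ATP; 0% = DMSO neutral wells and 100% = GW8510 positive control wells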
# Target sequence (P49840 whole entry, looked up): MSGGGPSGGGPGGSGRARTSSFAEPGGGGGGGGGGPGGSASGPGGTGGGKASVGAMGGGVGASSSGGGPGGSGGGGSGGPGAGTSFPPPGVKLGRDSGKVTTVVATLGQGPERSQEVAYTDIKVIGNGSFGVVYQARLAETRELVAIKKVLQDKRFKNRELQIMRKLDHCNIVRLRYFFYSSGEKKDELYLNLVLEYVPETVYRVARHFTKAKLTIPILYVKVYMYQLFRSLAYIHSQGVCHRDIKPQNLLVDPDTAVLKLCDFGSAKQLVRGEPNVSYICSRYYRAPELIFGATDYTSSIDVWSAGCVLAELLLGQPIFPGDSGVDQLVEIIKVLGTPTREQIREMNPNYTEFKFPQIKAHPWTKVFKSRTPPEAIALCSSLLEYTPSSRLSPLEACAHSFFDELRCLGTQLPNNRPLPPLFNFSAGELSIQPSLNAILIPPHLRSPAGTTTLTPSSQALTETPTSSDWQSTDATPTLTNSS
# GSK3beta inhib: human GSK3beta kinase inhibition | P49841 | AID 2097 | activity score (negative = inhibition), % at 10 µM | GST-GSK3beta kinase, ADP-Glo luminescence, 60 min; stronger effect = lower value | 0.038% of 300,000 active;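 active = more than half of replicate wells score below -50%, meaning over 50% inhibition versus plate controls; inconclusive = some replicates but at most half score below -50%; inactive = no replicate scores below -50%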;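 also: 0% = median DMSO wells and -100% = median GW8510 positive control wells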
# Target sequence (P49841 whole entry, looked up): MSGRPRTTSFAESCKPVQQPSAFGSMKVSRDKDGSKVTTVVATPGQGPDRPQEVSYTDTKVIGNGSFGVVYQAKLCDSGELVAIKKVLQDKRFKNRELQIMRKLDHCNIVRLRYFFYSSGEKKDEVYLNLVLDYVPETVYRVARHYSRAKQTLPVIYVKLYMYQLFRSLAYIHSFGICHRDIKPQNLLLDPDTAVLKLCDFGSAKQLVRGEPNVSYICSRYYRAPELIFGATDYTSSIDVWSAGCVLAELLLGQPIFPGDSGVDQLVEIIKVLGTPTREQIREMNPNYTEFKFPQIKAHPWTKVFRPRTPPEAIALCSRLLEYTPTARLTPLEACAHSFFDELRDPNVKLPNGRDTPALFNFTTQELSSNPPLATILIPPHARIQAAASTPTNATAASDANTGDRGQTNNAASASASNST
#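 Test system: GST-fused GSK3beta enzyme, cell-free | Quantity: 1.6 ng GST-GSK3beta enzyme per well | Reagent: 25 µM ATP with peptide substrate | Schedule: 60 min enzyme reaction, room temperature | Signal: Luminescent ADP-Glo measurement of ADP formed | Read-out basis: Score relative to plate controls | Control set: DMSO and 20 µM GW8510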
# DYRK1A inh: blocks rat Dyrk1A kinase activity; Q63470; ADP-Glo luminescence, NFATc1 peptide; inhibition, % at 12.5 µM; 0.43% of 310,000 active; AID 504441; in the data active = inhibition above about 50%;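 also: plate controls were vehicle with enzyme for no effect and no enzyme for full effect; many of its hits are not listed in these tables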
# HSP90 refold inh: inhibitors of HSP90 luciferase refolding in rabbit reticulocyte lysate. luciferase refolding luminescence, 3 h. inhibition, % at 5.6 µM. 0.91% of 290,000 active. AID 1789;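 active = inhibition above the screen-wide mean plus 3 SD, computed separately per campaign, cut at about 16% in these data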;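 also: 0% = DMSO wells and 100% = 60 µM geldanamycin wells; inhibitors lower the luminescence because luciferase stays unfolded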
# PolyA inhibitor: inhibitors of polyadenylation in S. cerevisiae | S. cerevisiae SKY197-pL101 polyadenylation reporter, beta-gal luminescence; efflux-impaired pdr1/pdr3 knockout yeast; score 100 = 6 SD above DMSO | calls only at 12 µM | 0.02% of 300,000 active;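 active = lowest replicate activity score at least 50, where 100 means six control SD above control mean; inconclusive = lowest score under 50 but half or more replicates reach 50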;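 also: yeast exposed to compound for 9 h at 30 °C; higher score means more reporter readthrough which indicates perturbed polyadenylation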
# AI-2 QS mod: Vibrio harveyi AI-2 quorum sensing modulation; activity change, % at 7.5 µM; AID 2094; Vibrio harveyi JMH597 AI-2 luminescence/OD600 ratio, 9 h; stronger effect = lower value; strain lacks LuxN and CqsS sensors; 0 = neutral-control median; 0.4% of 300,000 active; in the data active = activity change below about -75%, passing the limit was not always enough; inconclusive = no clear call, values can overlap the other calls;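 also: luminescence divided by OD600 gain over 9 h not by final OD600 alone; inactives centre near 13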
# Starred values were filed as active, the others as inactive; i = inactive; ? = inconclusive; / = no result given. Not all compounds are listed (hit frequency here may not be typical).
cpd | HDAC3 inh | Platelet DG rel | HSF-1 act | HSF1 inh | GSK3A inh | GSK3beta inhib | DYRK1A inh | HSP90 refold inh | PolyA inhibitor | AI-2 QS mod | structure
1 | -4 | 6 | -10 | -1 | -2 | 0 | -6 | 3 | / | 26 | Cn1cc(CN2CCc3c([nH]c4ccccc34)C2C(C)(C)C)cn1 (stereo not given)
2 | 0 | 0 | 7 | 6 | 0 | 0 | -7 | 2 | i | 4 | Cc1cccc(C(C(=O)NCc2ccc(F)cc2)N(C(=O)c2csnn2)C2CC2)c1 (stereo not given)
3 | -4 | -5 | 12 | -1 | 2 | 0 | 2 | 0 | i | 5 | C/C(=N\OC(=O)c1c(-c2ccccc2Cl)noc1C)c1ccncc1
4 | 6 | 11 | -13 | 0 | 2 | 0 | 9 | 0 | i | 20 | O=C(CN1CCN(Cc2ccc3c(c2)OCO3)CC1)N1CCc2[nH]c3ccc(F)cc3c2C1
5 | -3 | 0 | -6 | 2 | -2 | 0 | -6 | 2 | i | 11 | COc1ccc(CC(=O)NCCc2ccc(Cl)cc2Cl)cc1
6 | 2 | -2 | 8 | 2 | 0 | 1 | / | 4 | i | 12 | O=C(OCCN1C(=O)c2cccc3c(N4CCOCC4)ccc(c23)C1=O)c1cccc(Cl)c1
7 | -2 | -1 | -6 | 1 | 0 | 2 | 3 | -3 | i | 19 | O=C(c1cccs1)N(c1ccc(Cl)cc1)C1C=CS(=O)(=O)C1 (stereo not given)
8 | 4 | -18 | -20 | -5 | -2 | -1 | 7 | 1 | i | 29 | CCN1C(=O)C(F)(CC)C(=O)c2ccccc21 (stereo not given)
9 | -3 | -19 | 25 | 3 | -3 | / | 2 | 1 | i | / | OC(CNCC1CCCCC1)COc1ccccc1 (stereo not given)
10 | -11 | -4 | 38 | 14 | -1 | -1 | / | 4 | i | 27 | COC(=O)c1ccc(-c2ccc(CNCC(O)c3ccccc3)o2)cc1 (stereo not given)
11 | 2 | -6 | -7 | -9 | 2 | -9 | -1 | -3 | i | 0 | CCC(CC)c1nnc(NC(=O)C23CC4CC(CC(NC(C)=O)(C4)C2)C3)s1
12 | -6 | 8 | 28 | 10 | 9 | -1 | 14 | -3 | i | 28 | COc1ccc(NC(=S)c2ccncc2)cc1
13 | 9 | 5 | 5 | -3 | 4 | 0 | 7 | -5 | i | 16 | COc1ccc(S(=O)(=O)N2CCOC2CNC(=O)C(=O)NCCc2ccc(S(N)(=O)=O)cc2)cc1 (stereo not given)
14 | -9 | 11 | 7 | -4 | 0 | -4 | -3 | 1 | i | -25 | O=C(Cn1cnc2ccccc2c1=O)Nc1ccc(N2CCOCC2)cc1
15 | -1 | -5 | -11 | -8 | -4 | -2 | 11 | 0 | i | 27 | O=S(=O)(Cc1ccccc1)Nc1ccc(S(=O)(=O)NCC2CCCO2)cc1 (stereo not given)
16 | 2 | 4 | -8 | 5 | 1 | 1 | / | 3 | i | -55 | Nc1nnc(SCC(=O)c2ccc([N+](=O)[O-])cc2)s1
17 | -10 | -2 | 1 | -1 | 0 | -3 | 0 | -4 | i | 8 | Cc1cccc(N2CC(O)(c3cccs3)[N+]3=C2CCCCC3)c1 (stereo not given)
18 | 5 | -8 | 18 | 2 | 1 | 3 | -10 | 1 | i | -6 | CC1=CCC2C(=O)N(c3cccc(C(=O)Nc4ccccc4Cl)c3)C(=O)C2C1 (stereo not given)
19 | 7 | -2 | -5 | 9 | 4 | -4 | 1 | 5 | i | 15 | Cc1ccsc1/C=N/NC(=O)c1ccc(-n2cccc2)cc1
20 | 5 | -6 | 36 | 17 | / | -2 | -2 | 1 | i | 26 | CC(=O)c1c(C)[nH]c(C(=O)Nc2cc(C)cc(C)c2)c1C
21 | -2 | -4 | -11 | -4 | -5 | 1 | 0 | 3 | i | 2 | O=C(CSc1nnc(CNC(=O)c2ccccc2F)o1)NCc1ccccc1
22 | 1 | -7 | 12 | -4 | 1 | 3 | -3 | 1 | i | 4 | C=CCn1c(C)cc(C(=O)COC(=O)c2ccc3c(c2)NC(=O)CS3)c1C
23 | -8 | 4 | -7 | -1 | -4 | 2 | -6 | 2 | i | 9 | COc1ccc(CCNC(=O)c2cc3c(=O)n(C)c4ccccc4c3n2C)cc1OC
24 | 2 | 3 | 8 | 5 | 7 | -1 | -4 | 3 | i | 8 | Cc1nc(SCC(=O)c2ccc(F)cc2)c([N+](=O)[O-])[nH]1
25 | -4 | -2 | 7 | 2 | -5 | 0 | -4 | 1 | i | 22 | Cc1ccccc1NC(=O)CN1C(=O)NC(C)(CCc2ccccc2)C1=O (stereo not given)
26 | -8 | 0 | -5 | -2 | -2 | 2 | / | -1 | i | 8 | CCOc1ccc(CN2CCN(C(=O)c3ccco3)CC2)cc1
27 | 1 | 0 | 11 | -4 | -1 | 0 | 0 | 2 | i | 17 | COc1ccc(N2CC(O)=C(c3nc(-c4ccc(F)cc4)cs3)C2=N)cc1
28 | 0 | 0 | -21 | -7 | -2 | -2 | 1 | 0 | i | 4 | Cc1ccc(-c2nnc(N3CCN(C(=O)CN4C(=O)c5ccccc5C4=O)CC3)c3ccccc23)cc1
29 | -5 | -9 | 47 | 22 | -1 | 0 | 1 | -2 | i | 9 | O=c1[nH]c(N/N=C\c2ccc(F)cc2)nc2ccccc12
30 | 4 | 0 | 7 | 1 | -1 | 1 | / | -7 | i | 13 | O=C(NC(=S)Nc1ccccc1O)c1cccnc1
31 | -3 | 0 | 0 | 3 | 0 | 5 | -2 | -4 | i | 7 | O=C(Cc1ccc(Cl)cc1)NCCc1cnc[nH]1
32 | 3 | -6 | 9 | 14 | 11 | -2 | -5 | -4 | i | 21 | C/C(=N\Nc1ccccn1)c1ccc(S(=O)(=O)NCc2ccco2)cc1
33 | 4 | -5 | 9 | -6 | 1 | -1 | -8 | -4 | i | 24 | CC(CNC(=O)c1ccco1)NC(=O)c1ccco1 (stereo not given)
34 | 3 | 18 | 2 | 11 | 2 | 1 | 26 | 4 | i | 11 | CCOC(=O)CSc1ncc(-c2ccccc2)nn1
35 | 3 | 4 | 9 | 14 | -3 | 7 | -1 | -2 | i | 14 | CCc1ccc(-c2nn(Cc3ccccc3)cc2/C=C/C(=O)O)cc1
36 | 5 | 4 | 12 | -3 | -7 | 4 | 4 | 4 | i | 19 | COC(=O)c1ccc(NC(=O)CN2CCN(c3cccc(Cl)c3)CC2)cc1
37 | 2 | -7 | -14 | 1 | 7 | 1 | 5 | 1 | i | 12 | O=C(NCCN1C(=O)S/C(=C\c2cccnc2)C1=O)c1cc(S(=O)(=O)N2CCOCC2)ccc1F
38 | 5 | 7 | -21 | -4 | 0 | 0 | 4 | 2 | i | 6 | Cc1cc(S(=O)(=O)N(Cc2ccc3c(c2)OCO3)CC2CCCO2)ccc1-n1cnnn1 (stereo not given)
39 | 9 | -4 | 25 | 11 | -1 | 0 | 2 | 5 | i | -64 | CCCCSc1ccc(NC(=O)c2cccnc2)cc1
40 | 6 | -7 | 12 | -3 | 4 | -1 | -4 | -4 | i | -8 | O=C(Nc1ccc(F)cc1F)c1cccnc1
41 | -5 | -3 | -22 | -6 | -1 | 5 | -2 | 4 | i | 13 | COc1cc(OC)c(C(=O)NCC(c2cccs2)N(C)C)cc1OC (stereo not given)
42 | -5 | 1 | 23 | 5 | -1 | 4 | 1 | / | i | 10 | COc1ccccc1C(=O)COC(=O)/C(=C/c1ccccc1)NC(C)=O
43 | 5 | 3 | 3 | -10 | 5 | -17 | -3 | 0 | i | 12 | CCN1CCN(C(=O)c2ccc3c(=O)n(Cc4ccccc4OC)c(=S)[nH]c3c2)CC1
44 | 17 | -7 | 113* | 87 | -1 | / | -5 | 5 | i | / | Cc1ccccc1NC(=O)c1nc(S(C)(=O)=O)ncc1Cl
45 | -3 | -1 | 4 | 10 | 0 | -4 | 1 | 5 | i | 16 | COc1cc(C2SC(C)C(=O)N2CCc2ccccc2)cc(OC)c1OC (stereo not given)
46 | 3 | 2 | -6 | 2 | -1 | -8 | -5 | 0 | i | 21 | CCC(C)NCCOCCOc1ccc(Br)cc1 (stereo not given)
47 | 2 | 0 | 0 | -12 | -1 | -1 | -2 | -2 | i | 10 | C/C(=N\NC(=O)C1CC1)c1ccc(Cl)cc1
48 | 0 | 6 | / | / | -1 | 0 | 4 | -3 | i | 8 | OC(c1cccs1)(c1cccs1)C1C[N+]2(CF)CCC1CC2 (stereo not given)
49 | -2 | -8 | -3 | 0 | 3 | -9 | -4 | 1 | i | 15 | O=C(O)c1ccccc1C(=O)OCCCCOC(=O)c1ccccc1C(=O)O
50 | 8 | -5 | 25 | -1 | -5 | 0 | 1 | -2 | i | 8 | COc1ccc(S(=O)(=O)NC(Cc2ccccc2)C(=O)O)cc1 (stereo not given)
51 | / | -7 | -5 | 4 | -1 | 0 | 5 | / | i | 13 | O=C(NCCC1CCCCN1S(=O)(=O)c1cccs1)C(=O)Nc1ccccc1 (stereo not given)
52 | -6 | 4 | -56 | ? | -2 | -2 | -3 | -2 | i | 13 | Cc1cc(C)n(C(CC(=O)O)C(=O)O)n1 (stereo not given)
53 | -4 | -14 | 48 | 6 | -3 | -1 | -1 | -5 | i | 17 | COc1cc(OC)cc(C(=O)Nc2sc3c(c2C(N)=O)CCC3)c1
54 | 2 | 16 | -5 | -1 | -2 | -11 | -2 | 2 | i | 36 | CC(C)(C)NC(=O)CCN(/N=C/c1ccncc1)C1=NS(=O)(=O)c2ccccc21
55 | 4 | 6 | 5 | 1 | -4 | 1 | -7 | 2 | i | 9 | CCCCOc1ccc(N2C(=O)CC(NCCc3ccc(S(N)(=O)=O)cc3)C2=O)cc1 (stereo not given)
56 | / | -7 | -2 | -6 | -2 | 0 | -2 | 0 | i | 21 | Cc1ccc(OC(=O)C(C)c2cccc(C(=O)c3ccccc3)c2)cc1 (stereo not given)
57 | 1 | 1 | 30 | 22 | -1 | 1 | -3 | -5 | i | ? | O=C(CSCCO)Nc1ccc(C2CCCCC2)cc1

# Screening data (PubChem BioAssay)
